Assay outcomes (PubChem BioAssay)
PAFAH2 inh – inhibitors of human PAFAH2. Q99487. recombinant PAFAH2, FP-rhodamine activity probe, fluorescence polarization. inhibition, % at 3.39 µM. actives 0.99% (n = 340,000). AID 492956;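 active = inhibition above the mean over all tested compounds plus 3 SD, cut at about 30% in these data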;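 note: inhibitors block probe labeling of enzyme so polarization drops; 0% = enzyme with DMSO and 100% = wells lacking PAFAH2 protein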
procasp7 counter – counter-screen for procaspase-3 activators: activators of human procaspase-7 | AID 463210 | recombinant procaspase-7, Ac-DEVD-pNA absorbance 405 nm; D23A/D198A/D206A triple mutant, cannot self-cleave; scale: DMSO 0, 5 µM enzyme 100 | actives 0.093% (n = 330,000) | activation, % at 8.5 µM;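 active = percent activation above the screen-wide mean plus 3 SD, cut at about 25% in these data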
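Assay system – Uncleavable procaspase-7 mutant enzyme · Quantity – 2 µM procaspase-7 mutant as dispensed · Times – 1 h preincubation, 2 h reaction · Dosing – single nominal 8.5 µM compound dose, 0.8% DMSO final · Buffer or medium – Zinc-free 50 mM HEPES buffer, pH 7.4, with NaCl and Triton X-100 · Detection – Epi-absorbance of released pNA at 405 nm, two timepoints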
CTSL1 counter – counter-screen for PFM18AAP inhibitors: inhibitors of F. hepatica cathepsin L1 | inhibition, % at 5.96 µM | recombinant F. hepatica cathepsin L1, Z-Leu-Arg-MCA fluorescence | actives 0.49% (n = 300,000) | AID 1906;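 active = inhibition above the mean of all tested compounds plus 3 SD, set per screening campaign, cut at about 17% in these data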;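 note: 0% = plate median of test compound wells and 100% = 1 µM Z-Phe-Ala-diazomethylketone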
TPT1 inh – inhibitors of Candida albicans tRNA 2'-phosphotransferase TPT1; actives 0.81% (n = 300,000); recombinant caTPT1, FP RNA substrate dephosphorylation; inhibition, % at 5 µM;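 active = inhibition above the mean of all tested compounds plus 3 SD, set per screening campaign, cut at about 24% in these data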;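 note: plate controls were DMSO alone for no effect and ferristatin control at 100 nM for full effect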
HCV core dimer – blocks dimerization of HCV core protein | TR-FRET GST/Flag-core106 dimerization, 1536-well | inhibition, % at 5 µM | actives 0.33% (n = 300,000) | AID 1899;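 active = inhibition above the mean of all tested compounds plus 3 SD, set per screening campaign, cut at about 45% in these data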
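test system = GST/Flag-tagged HCV core106 proteins | probe or stimulus = Eu donor and XL665 acceptor anti-tag antibodies | times = compound-protein-antibody incubation 4 h at 22.5 °C | signal = TR-FRET, excitation 340 nm, emission 617 and 671 nm | measure = percent inhibition of core106 dimerization signal | controls = wells lacking GST-core106 and wells with excess unlabelled core106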
PP5 primary – inhibitors of human protein phosphatase 5 (PP5); purified PP5c, OMFP substrate fluorescence; actives 0.18% (n = 320,000); AID 1987; inhibition, % at 6.7 µM; P53041;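 active = inhibition above the campaign's mean inhibition across all tested compounds plus 3 SD, cut at about 9.5% in these data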;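 note: 0% = DMSO only and 100% = 100 µM cantharidin control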
procasp3 activ – activates human procaspase-3; P42574; recombinant procaspase-3 D3A, Ac-DEVD-pNA absorbance 405 nm; activation, % at 8.5 µM; actives 0.11% (n = 330,000);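 active = activation above the mean of all tested compounds plus 3 SD, cut at about 21% in these data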;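 note: 0% = DMSO alone and 100% = DMSO wells spiked with extra 5 µM PC-3 D3A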
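Evaluation: percent activation relative to control range; Material: Procaspase-3 D3A mutant, all three cleavage aspartates alanine; Compound: single dose, 8.5 µM nominal compound, 0.8% DMSO; Replication: one well per compound; Signal: absorbance at 405 nm, 0 and 120 min; Schedule: 1 h preincubation plus 2 h reaction at 25 °C.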
PP1 inh – PP1-alpha (human) inhibition in PP5 counter-screen. purified PP1alpha, OMFP fluorescence. AID 2235. inhibition, % at 6.7 µM. actives 0.9% (n = 320,000);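 active = inhibition above the mean inhibition of all tested compounds plus 3 SD, computed separately for each screening campaign, cut at about 15% in these data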
AHR activator – activates the human aryl hydrocarbon receptor | AHR-responsive luciferase reporter cells, luminescence | activation, % at 5 µM | actives 2.5% (n = 320,000) | AID 2796; in the data active = activation above about 47%;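 note: 0% = vehicle wells and 100% = reference agonist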
Target sequence (P35869 whole entry, looked up): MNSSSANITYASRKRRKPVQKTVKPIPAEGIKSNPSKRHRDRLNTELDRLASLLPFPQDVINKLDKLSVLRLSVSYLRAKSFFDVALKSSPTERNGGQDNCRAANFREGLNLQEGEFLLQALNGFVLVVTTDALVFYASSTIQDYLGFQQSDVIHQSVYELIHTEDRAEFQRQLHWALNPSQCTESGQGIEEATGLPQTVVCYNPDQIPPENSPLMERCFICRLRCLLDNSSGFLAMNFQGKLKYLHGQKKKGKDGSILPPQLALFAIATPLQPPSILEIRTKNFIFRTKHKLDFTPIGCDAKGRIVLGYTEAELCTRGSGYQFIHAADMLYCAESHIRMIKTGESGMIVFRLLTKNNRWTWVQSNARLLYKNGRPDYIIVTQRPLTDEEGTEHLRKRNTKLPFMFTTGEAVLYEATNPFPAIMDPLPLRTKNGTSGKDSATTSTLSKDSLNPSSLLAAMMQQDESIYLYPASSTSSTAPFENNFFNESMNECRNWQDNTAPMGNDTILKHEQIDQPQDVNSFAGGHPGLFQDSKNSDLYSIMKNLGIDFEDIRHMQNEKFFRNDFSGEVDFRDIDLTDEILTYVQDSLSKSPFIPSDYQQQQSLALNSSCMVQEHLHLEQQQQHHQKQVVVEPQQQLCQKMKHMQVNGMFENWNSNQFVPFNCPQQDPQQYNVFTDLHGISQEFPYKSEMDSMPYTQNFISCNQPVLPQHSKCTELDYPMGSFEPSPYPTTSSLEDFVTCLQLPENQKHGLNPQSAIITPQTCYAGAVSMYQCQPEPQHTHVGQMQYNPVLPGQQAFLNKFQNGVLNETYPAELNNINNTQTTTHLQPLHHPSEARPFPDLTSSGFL
Starred values were filed as active, the others as inactive; / = not tested or not shown; & = joins results of further samples. The order is random; 5.6% or so of the library scored in one or more.

SMILES	PAFAH2 inh	procasp7 counter	CTSL1 counter	TPT1 inh	HCV core dimer	PP5 primary	procasp3 activ	PP1 inh	AHR activator
Cc1cccc2c1N(C(=O)CN1C(=O)c3ccccc3C1=O)C(C)(C)c1ssc(=S)c1-2	11.3	3.9	1.6	0.3	38.2	5.9	-7.4	4.5	1.9
Cc1cc(C)c2c(N)c(C(=O)N3CCc4ccccc4C3)sc2n1	1.8	5.2	-3.1	0.5	1.5	1.4	7.1	-1.1	23.8
CC1CCN(C(=O)COC(=O)/C=C/c2ccco2)CC1	12.0	-12.6	/	/	/	/	-7.6	/	2.0
O=C(Cn1c(=O)c2cccn2c2ccc(F)cc21)N1CCN(c2ccc(F)cc2)CC1	-2.9	3.6	3.2	-1.1	5.5	1.6	9.4	-3.0	4.0
C=CCn1c(SCC(=O)N2CCOCC2)nc2scc(-c3ccco3)c2c1=O	7.8	-2.5	4.9	4.3	15.2	0.7	-17.4	8.2	-2.4
Cc1ccc(OCc2nnc(SCc3ccc(C#N)cc3)n2-c2ccc(C)cc2)cc1	-0.5	3.8	2.0	0.0	20.2	3.3	-0.5	6.4	31.4
COCCn1c(SCC(=O)c2ccc(CNC(C)=O)o2)nc2ccccc2c1=O	2.7	-0.3	2.1	-4.0	0.6	0.6	-3.4	-0.8	4.8
Cc1ccc(C(O)c2ccc(-n3ccnc3)cc2)cc1 (stereo not given)	1.7	1.6	2.9	2.4	6.5	-2.9	9.2	-2.4	18.9
O=C(CCCOc1ccccc1)NC(=S)Nc1ccccc1	6.4	1.3	-1.1	3.6	3.4	5.7	-5.5	3.6	1.7
CCOc1cc2[nH]c(=S)n(CCC(=O)N3CCc4ccccc4C3)c(=O)c2cc1OCC	6.5	-0.7	-6.0	3.4	-1.6	3.7	-1.3	-16.4	3.1
O=C(NCc1ccco1)C1CCC(N2C(=O)c3ccccc3C2=O)CC1 (stereo not given)	1.0	3.1	-0.3	-2.8	-9.1	0.1	-2.6	-3.8	-0.3
O=C(CCN1C(=O)S/C(=C/c2ccc(F)cc2)C1=O)Nc1ccc(O)c(C(=O)O)c1	-6.8	9.9	-3.4	2.5	9.7	-0.1	0.0	0.1	-1.1
CCOc1ccc(C2C(C(=O)c3ccc(C)o3)=C(O)C(=O)N2CCN2CCOCC2)cc1OC (stereo not given)	2.3	-76.8	-1.1	3.4	0.4	1.1	-25.2	-1.3	0.8
O=C(CNC(=O)c1ccccc1F)OCc1nc2ccccc2s1	9.7	-3.9	0.1	1.1	-1.2	-1.3	-0.5	-1.9	14.8
CCOc1ccc(C2CC(c3cccc(OC)c3)n3nc(N)nc3N2)cc1 (stereo not given)	0.2	8.6	-1.3	1.5	1.5	0.8	6.8	-2.6	1.0
Cc1ccc(C)c(S(=O)(=O)Nc2ccc(O)c(C(=O)O)c2)c1	11.5	-1.7	-3.7	-2.8	1.3	1.7	-2.1	-3.7	0.3
COC(=O)c1ccccc1NC(=O)Nc1ccc(C(=O)N2CCCC2)cc1	-1.3	7.6	0.1	-2.2	-3.6	1.4	3.7	2.1	-2.5
O=S(=O)(NCc1cccs1)c1cccc(S(=O)(=O)N2CCCCC2)c1	12.1	5.3	-3.5	-0.6	1.4	1.1	5.2	2.1	-0.9
COc1ccc(S(=O)(=O)N(C)CC(=O)N2CCN(Cc3ccccc3)CC2)cc1C	2.1	-4.1	-2.2	0.8	3.9	1.9	6.3	-1.1	-2.8
O=C1/C(=C\c2cccc(O)c2O)SC(=S)N1Cc1ccccc1	9.8	-32.7	-2.1	4.8	-2.2	-3.5	-20.5	0.7	0.4
NC(=O)c1nn(CC(=O)Nc2cccc(S(=O)(=O)N3CCCC3)c2)c(=O)c2ccccc12	1.3	-2.2	/	/	/	4.2	-3.9	-0.2	0.5
CCc1cc(=O)oc2c3c(cc(OCC(=O)NCCC(=O)O)c12)OC(C)(C)CC3	37.9*	-12.0	-1.6	-3.3	7.3	0.4	5.2	-6.4	-0.7
Cc1nc2ccccc2c(=O)[nH]1	-5.3	11.0	2.2	0.8	5.7	-2.0	8.7	-0.4	4.8
O=C(O)COc1ccc(/C=C2/SC(=S)N(Cc3ccccc3)C2=O)cc1	12.1	-2.6	1.4	13.0	25.9	1.6	-4.4	15.2*	-1.0
O=C(CCC(=O)Nc1ccc(Cl)cc1)N/N=C/c1ccc2c(c1)OCO2	-4.3	-6.7	3.4	-4.7	-17.7	4.8	-0.2	-3.1	7.8
CC(C)(C)OC(=O)N1CCN(C(=O)c2[nH]cnc2C(=O)Nc2ccon2)CC1	1.2	9.1	/	/	/	-0.7	6.2	-1.2	0.9
COc1cccc(C2=NOC(C(=O)Nc3cccnc3)C2)c1 (stereo not given)	8.5	-2.4	-1.0	-0.9	-1.9	-0.1	6.1	-3.7	9.3
COc1cccc(CNC(=O)CSc2ccc(-c3ccncc3)nn2)c1	/	10.8	-0.1	2.0	-4.3	-2.5	6.7	-1.8	8.3
O=C(Cc1c(F)cccc1Cl)Nc1nc2ccccc2s1	-0.4	6.2	-0.8	-1.9	1.6	1.5	-0.6	-1.5	11.2
CCC(=O)N(CCc1ccc(OC)c(OC)c1)Cc1cc2ccc(C)cc2n2nnnc12	2.1	2.4	0.4	-0.8	-3.5	2.7	-1.6	-0.9	3.0
COC(=O)CCCC[C@H]1SC[C@H]2NC(=O)N[C@]21O	/	-1.7	-12.0	-3.8	-3.0	-1.6	-11.8	-2.8	1.1
O=C(NCc1cccc(Br)c1)c1cc(-c2ccccc2)nn1CC1CC(c2cccc([N+](=O)[O-])c2)=NO1 (stereo not given)	-27.6	8.0	-1.0	-3.3	26.8	0.6	2.8	12.5	1.7
COc1ccc(NS(=O)(=O)c2cn(C)nc2C)cc1	-2.5	8.8	4.1	3.3	9.5	3.9	5.7	4.0	-2.4
O=S(=O)(CCc1nc2ccccc2s1)c1ccc2ccccc2c1	3.7	-2.0	0.9	-1.3	0.0	0.5	-4.0	1.1	7.2
CCOc1ccc(C(=O)CSc2nnc(N)s2)cc1	0.7	11.4	-2.4	0.8	23.5	4.6	1.7	8.8	15.8
Cc1cc(C(=O)Nc2cnn(Cc3ccc(Cl)cc3Cl)c2)no1	-11.1	14.2	-2.3	-3.4	-2.4	2.2	10.0	-1.7	9.6
O=C(OC(C(=O)Nc1ccc(Cl)cc1C(F)(F)F)c1ccccc1)c1c(Cl)cccc1Cl (stereo not given)	-4.5	1.9	5.8	-0.1	2.7	3.0	0.0	0.4	-2.2
CCCCN(CC)C(=O)c1n[nH]c(=O)c2ccccc12	-2.1	15.1	0.1	1.9	6.5	0.0	-3.0	-1.5	0.3
COC(=O)CCN(C(=O)c1ccc(N2CCCCC2)c([N+](=O)[O-])c1)c1ccccn1	7.5	1.3	-1.8	0.8	1.9	3.9	1.2	0.2	-1.3
CCOC(=O)C1CCN(C(=O)CSc2nc(N)cc(=O)[nH]2)CC1	16.7	8.1	-2.9	-0.6	3.5	0.7	9.3	-3.1	-1.5
COC(=O)[C@H](Cc1ccccc1)[C@@H](C)OS(N)(=O)=O	6.0	-8.7	-4.1	-1.3	-19.2	-3.4	-1.9	0.8	-0.2
CC1(C)CC(=O)C(C=NCc2cccnc2)=C(O)C1	4.3	1.6	-4.7	2.2	-4.0	-3.5	-1.6	-4.1	1.1
Fc1cccc(CCN2CCN=C2Nc2ccccc2)c1	7.0	-6.0	0.6	0.8	-11.9	0.6	1.3	-0.2	3.4
Cc1ccc(NC(=O)Cn2c(-c3ccc(F)cc3)cnc2SCC(=O)Nc2c(C)cccc2C)cc1	-1.6	-5.8	-1.4	-1.5	6.9	-1.4	4.7	-1.9	-2.0
CCOC(=O)C1=C(C(C)=O)C(c2cccnc2)C(C#N)=C(N)O1 (stereo not given)	17.9	4.5	1.5	-7.0	3.6	0.2	-2.8	2.4	0.7
CSCc1ccc(C(=O)N2CCCC(Nc3ccc(F)cc3)C2)o1 (stereo not given)	0.7	5.5	-4.1	-2.9	-2.4	1.6	-1.6	2.2	0.5
CC(Oc1ccccc1)C(=O)N1CCN(c2ccc(N3CCCCCC3)nn2)CC1 (stereo not given)	3.6	6.8	-0.1	-2.5	3.4	-3.2	-1.0	-5.8	-2.1
CC1(C)S[C@@H]2[C@H](NC(=O)[C@H](N)c3ccccc3)C(=O)N2[C@H]1C(=O)O	-5.1&-11.7	2.7&-0.3	3.1&1.6	2.9&1.9	-0.1&-0.9	1.9&2.8	-0.3&-6.1	3.0&-3.7	-2.6&-2.2
CCc1ccc(NC(=O)C(=O)NCCN2CCN(Cc3ccc([N+](=O)[O-])cc3)CC2)cc1	-2.6	-6.2	-0.1	-1.7	-0.6	1.7	1.6	-3.6	0.4
Cc1cccc(CNc2ncnc3ccc(-c4ccoc4)cc23)c1	-9.1	2.2	/	/	/	4.2	7.4	2.2	15.2
CCCc1cc(=O)oc2c(C)c(OCC(=O)NCCCN3CCOCC3)ccc12	1.3	1.3	5.4	-4.3	-6.7	1.1	-1.9	-2.7	26.0
O=C(NNc1ccccc1Cl)C(O)(c1cccc(C(F)(F)F)c1)c1cccc(C(F)(F)F)c1	-9.7	6.3	3.2	-3.5	13.1	5.7	0.6	4.8	1.2
O=C(CCN1C(=O)/C(=C\c2ccccc2Cl)SC1=S)Nc1cccnc1	5.1	3.4	4.3	4.2	-0.1	4.5	-1.6	12.2	2.9
COc1cccc(/C=C(/C#N)c2ccc(Cl)cc2)c1OCc1cccc(C(=O)O)c1	7.0	9.3	-1.4	-1.3	17.8	0.6	3.2	3.8	5.7
CC(=O)c1ccc(N2CCN(C(=O)c3ccco3)C(C)C2)c(F)c1 (stereo not given)	-5.5	3.8	-2.0	5.1	3.3	5.6	11.2	-0.2	-2.8
COCCCNC(=O)C1CCN(S(=O)(=O)N(CC(C)C)CC(C)C)CC1	1.7	3.4	-2.5	1.4	-0.9	1.3	-0.7	-1.5	0.1
Cn1cccc1/C=C1\SC(=O)N(c2ccc(O)cc2)C1=O	-2.5	-6.0	-1.8	1.9	3.0	-0.1	-13.5	-2.3	0.2

Of the compounds above, these contain a thiophene ring, fused or not:
SMILES	PAFAH2 inh	procasp7 counter	CTSL1 counter	TPT1 inh	HCV core dimer	PP5 primary	procasp3 activ	PP1 inh	AHR activator
Cc1cc(C)c2c(N)c(C(=O)N3CCc4ccccc4C3)sc2n1	1.8	5.2	-3.1	0.5	1.5	1.4	7.1	-1.1	23.8
C=CCn1c(SCC(=O)N2CCOCC2)nc2scc(-c3ccco3)c2c1=O	7.8	-2.5	4.9	4.3	15.2	0.7	-17.4	8.2	-2.4
O=S(=O)(NCc1cccs1)c1cccc(S(=O)(=O)N2CCCCC2)c1	12.1	5.3	-3.5	-0.6	1.4	1.1	5.2	2.1	-0.9
